MsrA inhibitor – bovine MsrA inhibition | purified bovine MsrA, absorbance read-out | 0.75% of 360,000 active | inhibition, % at 15.5 µM; in the data active means inhibition above about 4.5%;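 further: 0% = vehicle wells with enzyme and 100% = reference inhibitor wells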
eLon inh – E. coli protease La inhibition | AID 602123 | 0.42% of 360,000 active | inhibition, % at 7.94 µM | P0A9M0 | purified E. coli Lon protease, fluorescence polarization; in the data active means inhibition above about 13%, passing the limit was not always enough;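 further: 0% = enzyme with probe and DMSO and 100% = no enzyme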
TbMetRS inhib – blocks T. brucei methionyl-tRNA synthetase activity; 0.4% of 360,000 active; inhibition, % at 11.9 µM; purified T. brucei MetRS, ATP depletion, Kinase-Glo luminescence;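 active means inhibition above a per-plate cutoff of the control wells' mean inhibition plus 3 SD, cut at about 5.5% in these data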;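 further: 0% = DMSO wells median and 100% = median of wells with control inhibitor compound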
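Test system – parasite MetRS enzyme · Reagent – substrates ATP, L-methionine and bulk Escherichia coli tRNA · Doses – 11.9 µM compound single dose, 0.9% DMSO · Times – 15 min enzyme-compound preincubation, 2 h reaction, 10 min detection, 25 °C · Signal – Kinase-Glo luminescence, ATP depletion format · Controls – DMSO-only wells as low control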
MLLE-PAM2 inh – inhibitors of microRNA-mediated deadenylation, human PABP1 MLLE binding; P11940; GST-MLLE / FITC-PAM2 fluorescence polarization; inhibition, % at 20 µM; 0.36% of 360,000 active; AID 588489; in the data active means inhibition above about 35%, passing the limit was not always enough;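 further: plate controls were DMSO wells with GST-MLLE for no effect and wells lacking GST-MLLE protein for full effect; some results filed as inactive read as strong as hits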
FAS TE block – FAS thioesterase (human) inhibition | recombinant FAS-TE, OMFH fluorogenic substrate, fluorescence endpoint | AID 602261 | 0.67% of 360,000 active | P49327 | inhibition, % at 15 µM;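 active means compounds whose normalised, plate-corrected inhibition of enzyme fluorescence in the single-dose primary screen is 50% or more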;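 further: 0% = DMSO with enzyme and 100% = substrate without enzyme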
bovine MsrA act – bovine methionine sulfoxide reductase A activation | purified bovine MsrA, absorbance read-out | 0.3% of 360,000 active | activation, % at 10.6 µM; in the data active means activation above about 7.5%;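 further: 0% = vehicle and 100% = reference activator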
CSN deneddyl inh – CSN deneddylation inhibition | Q92905 | Purified CSN, SCF-Nedd8-OG deneddylation, fluorescence polarization | inhibition, % at 12.5 µM | 0.38% of 360,000 active | AID 651999;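 active means pattern-corrected inhibition above about 35%, with an unprinted fluorescence ratio check between 0.5 and 1.5, limit read from the data, passing the limit was not always enough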;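 further: 0% = enzyme with substrate and 100% = substrate without enzyme; some results filed as inactive read as strong as hits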
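Assay system: Purified human Csn5 enzyme expressed in HEK293T cells | Amount: Enzyme 0.24 nM | Measured by: Fluorescence polarization readout | Medium: Tris/NaCl/DTT buffer, pH 7.5 | Compound dosing: One concentration, 12.5 µM, 0.25% DMSO | Times: 90 min incubation of compound, enzyme and substrate at room temperature | Control set: no-enzyme wells high, enzyme-with-substrate wells low | Read-out: % inhibition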
Rin1-Abl PPI inh – blocks binding of human Rin1 to Abl; 0.4% of 360,000 active; inhibition, % at 7.35 µM; AID 588664; P00519+Q13671; TR-FRET Rin1/Abl binding, biochemical; in the data active means inhibition above about 5%, passing the limit was not always enough
Neddylation inh – cullin neddylation inhibition; AID 651699; calls only at 25 µM; TR-FRET cullin neddylation, biochemical; 0.58% of 360,000 active; in the data active means inhibition above about 36%
An asterisk follows results filed as active; i = inactive; · = no result given.

SMILES	MsrA inhibitor	eLon inh	TbMetRS inhib	MLLE-PAM2 inh	FAS TE block	bovine MsrA act	CSN deneddyl inh	Rin1-Abl PPI inh	Neddylation inh
CNC(=O)c1cccc(NC(=O)CCCNC(=O)c2ccc(Cl)cc2)c1	0.3	-3	-0.3	-43	-4	-1	-2	0	i
CC1=C(C(=O)OCc2ccccc2)C(c2ccc(Cl)cc2)NC(=O)N1CCCCCC(=O)O (stereo not drawn)	0.0	1	-0.1	-10	-1	-5	8	2	i
CCC(C)[C@H](NC(=O)CCn1nnc2ccccc2c1=O)C(=O)O (stereo partly drawn)	0.8	2	0.3	0	-9	-1	-1	2	i
Fc1ccc(C(c2nnnn2C2CCCCC2)N2CCCC2)cc1 (stereo not drawn)	1.0	6	0.2	3	-7	-3	0	-2	i
O=C(NCCc1c[nH]c2ccccc12)c1cnc2n(c1=O)CCS2	-0.3	6	-0.2	-3	0	0	-2	0	i
CCCOc1ccc(C(=O)CCC(=O)NNC(=O)c2cccs2)cc1	-0.5	1	0.4	12	-8	-1	0	-1	i
CC(C)(C)OC(=O)NCc1ccc(NC(=O)c2nc[nH]c2C(=O)NCCCCCCNC(=O)c2[nH]cnc2C(=O)Nc2ccc(CNC(=O)OC(C)(C)C)cc2)cc1	1.4	-3	-0.2	-7	2	-1	17	2	i
Cc1cc(C)c2sc(NC(=O)CN3C(=O)CCC3=O)nc2c1	1.1	-1	-0.4	10	-2	-2	-2	-1	i
CC1(C(=O)NS(=O)(=O)c2ccccc2Cl)CCN1C(=O)Cc1ccccc1 (stereo not drawn)	-0.7	0	-0.2	-1	-6	-1	1	3	i
Cc1ccc(OCCN2CCC2(C)C(=O)Nc2ccc3c(c2)OCCO3)cc1 (stereo not drawn)	1.0	-19	-0.2	1	2	1	-7	0	i
CCOC(=O)C1(Cc2cccc(OC)c2)CCCN(Cc2cc(OC)c(O)c(OC)c2)C1 (stereo not drawn)	-1.2	-6	-0.5	1	-5	2	2	-2	i
Cc1cc(-c2ccccc2N)n[nH]1	-1.1	-6	-0.6	7	-5	-6	-1	2	i
O=C(NNc1ccc(C(F)(F)F)cc1[N+](=O)[O-])c1ccc(NS(=O)(=O)c2ccc(F)cc2)cc1	-0.2	20	0.5	-125	19	-1	2	2	i
Nc1n[nH]c2cc(=O)n(-c3ccc(Cl)cc3)nc12	2.0	10	0.1	13	-9	-4	-12	-5	i
Cc1cc(OCc2cc(C(=O)N(Cc3nccn3C)C(C)C)no2)cc(C)c1Cl	-0.4	-7	-0.4	12	1	-4	1	0	i
COc1ccc(C2=NOC3(CC(=O)N(c4ccc(Cl)cc4)C3=O)C2)c(OC)c1 (stereo not drawn)	0.3	-1	0.1	1	4	4	-1	3	i
CC(C)(C)c1ccc(C(=O)NCC(=O)NNC(=O)c2ccccc2O)cc1	0.5	-9	-0.3	16	4	-3	2	2	i
CCOc1ccc(OCC(=O)OC(C)C(=O)Nc2ccc(Cl)cn2)cc1 (stereo not drawn)	1.3	-26	-0.7	-24	0	-11	4	0	i
COC(=O)Oc1ccc(/C=C/C(=O)OC(C)C)cc1OC(=O)OC	0.2	7	0.3	-7	-4	-5	-9	-1	i
CCCNC(=O)c1cc(S(=O)(=O)N2CCC3(CC2)OCCO3)ccc1F	1.3	7	0.5	-2	-4	-2	4	0	i

Compound profiles, as listed above. Screens in order: MsrA inhibitor | eLon inh | TbMetRS inhib | MLLE-PAM2 inh | FAS TE block | bovine MsrA act | CSN deneddyl inh | Rin1-Abl PPI inh | Neddylation inh
Profile of O=C(NCCc1c[nH]c2ccccc12)c1cnc2n(c1=O)CCS2 = -0.3 | 6 | -0.2 | -3 | 0 | 0 | -2 | 0 | i
Profile of COc1ccc(C2=NOC3(CC(=O)N(c4ccc(Cl)cc4)C3=O)C2)c(OC)c1 (stereo not drawn) = 0.3 | -1 | 0.1 | 1 | 4 | 4 | -1 | 3 | i
Profile of Nc1n[nH]c2cc(=O)n(-c3ccc(Cl)cc3)nc12 = 2.0 | 10 | 0.1 | 13 | -9 | -4 | -12 | -5 | i
Profile of Cc1ccc(OCCN2CCC2(C)C(=O)Nc2ccc3c(c2)OCCO3)cc1 (stereo not drawn) = 1.0 | -19 | -0.2 | 1 | 2 | 1 | -7 | 0 | i
Profile of CCOc1ccc(OCC(=O)OC(C)C(=O)Nc2ccc(Cl)cn2)cc1 (stereo not drawn) = 1.3 | -26 | -0.7 | -24 | 0 | -11 | 4 | 0 | i

The results go on.
SMILES	MsrA inhibitor	eLon inh	TbMetRS inhib	MLLE-PAM2 inh	FAS TE block	bovine MsrA act	CSN deneddyl inh	Rin1-Abl PPI inh	Neddylation inh
CCOc1ccc(NC(=O)CN2CCN(C(=O)c3ccco3)CC2)cc1S(=O)(=O)N1CCCC1	0.3	-3	0.3	-11	-7	0	-1	2	i
O=C(Nc1ccccc1O)c1ccc([N+](=O)[O-])cc1	0.9	-2	-1.0	-1	-6	-9	4	0	i
COc1ccc(C(C[N+](=O)[O-])c2c(C)cc3ccccn23)c(OC)c1 (stereo not drawn)	0.2	-10	0.7	-6	7	-5	3	0	i
CC1=C(C(=O)N(C(C)C)C(C)C)CC(CC(=O)NCCCN(C)C)C(=O)N1Cc1ccc(C(C)(C)C)cc1 (stereo not drawn)	-2.9	2	-0.3	-2	-5	0	4	1	i
COCCCNC(=S)NCCCNc1nc2cc3c(cc2cc1C#N)OCO3	-0.7	7	0.0	12	-4	-3	0	4	·
CC(C)(C)OC(=O)N1CCc2onc(-c3ccc(Cl)cc3)c2C1=O	-0.5	-7	-0.8	9	36	-2	0	1	i
Cc1ccc(Nc2nc(N)nc(-c3oc4ccccc4c3C)n2)cc1	·	-1	-0.4	-8	12	-3	-6	-4	i
COc1cc(/C(C)=N/N2CCN(c3ccccc3OC)CC2)ccc1O	1.9	5	-0.7	6	-6	-3	-6	2	i
Clc1ccc(-c2nc(Cc3ccccc3Cl)no2)cc1	0.5	-6	-0.2	2	22	-3	1	2	i
CN(C)C(=O)c1ccccc1-c1ccccc1	0.8	0	-0.7	4	-9	-3	0	-1	i
FC(F)Sc1ccc(N=C2NN=C(c3ccc4c(c3)OCCO4)CS2)cc1	0.6	1	-0.4	-91	-149	-2	-3	-4	i
Cc1cc(N=Nc2ccccc2)cc(C)c1NC(=O)C(F)(F)F	3.2	1	-0.4	-14	13	-6	3	4	i
Cc1cccn2c(CN(C)C3CCOC3)c(C(=O)N3CCCCC3)nc12 (stereo not drawn)	0.5	-3	-0.3	8	-4	-1	-7	0	i
O=C(COC(=O)C1Cc2ccccc2CN1C(=O)c1ccccc1)Nc1ccc(SC(F)F)cc1 (stereo not drawn)	0.4	-20	-0.7	0	18	-4	-10	-2	i
CCc1ccc(N2CCN(CCNC(=O)Nc3ccc(OC)cc3)CC2)cc1	-1.1	-21	-0.3	-1	-2	0	-6	3	i
CCOC(=O)CN1N=C(/C=C/c2ccc(OC)cc2)CCC1=O	6.1*	-6	-1.4	5	-2	-10	2	1	i
COc1ccc(S(=O)(=O)N2CCN(c3ccc(F)cc3)CC2)cc1C(=O)N1CCOCC1	0.8	-4	-0.6	1	1	-2	2	3	i
CCCCn1c(NC(=S)Nc2ccccc2)nc2ccccc21	1.9	4	-0.3	40*	21	-11	7	4	i
Cc1ccc(C(=O)NCCNC(=O)c2ccc(C)o2)o1	-0.2	6	-0.6	3	-4	-2	-1	0	i
CCc1cc2ccc(OC)cc2nc1SCC(=O)Nc1cc(C)on1	-0.9	0	-0.7	6	-6	-4	-1	0	i
CC(=O)c1cnn(-c2cc(Oc3ccc(F)cc3)ncn2)c1C	-1.2	-5	-0.2	3	0	1	-4	0	i
CCOc1ccc(NC(=O)Cn2cc(C(C)=O)c3ccccc32)cc1	-0.9	-5	-0.4	0	1	-3	2	0	i
Cc1ccccc1C(=O)NNC(=O)CSc1nc(-c2ccccc2)cc(=O)[nH]1	0.0	-10	0.4	6	-4	-4	-9	3	i
N#Cc1ccc(N2Cc3ccccc3C2=NC(=O)c2cccnc2Cl)cc1	-1.1	-2	-1.4	3	2	-14	-1	0	i
COC(C(=O)NCc1ccc(C)cc1)c1ccccc1 (stereo not drawn)	-1.0	-10	-0.6	5	-13	-10	3	-1	i
CC(=O)OCC(=O)[C@H]1CC[C@H]2[C@@H]3CC=C4C[C@@H](O)CC[C@]4(C)[C@H]3CC[C@]12C	-0.8	-1	0.1	13	2	-1	-3	-2	i
Cc1ccc(S(=O)(=O)N2CCN(S(C)(=O)=O)C2)cc1	0.3	-6	-0.7	3	-8	-14	-1	5	i
CNC(=O)c1cc(C(=O)c2c(Cl)cccc2Cl)c[nH]1	-1.5	-5	-0.8	5	-7	-7	-10	4	i

Screening results: PubChem, several laboratories
